Eya2 inh – Eya2 (human) phosphatase inhibition. O00167. AID 488837. Potency, µM (series often up to 76.9 µM), inactives show at the highest dose activity, negative = inhibition, usual class: inhibitors. recombinant Eya2, OMFP fluorescence dephosphorylation (OMFP is methylfluorescein phosphate). actives 0.006% (n = 330,000); further: potency means the concentration at half of the fitted maximal effect; on the % scale 0 is the no-effect control and ±100 the full control effect
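Eya2 protein (added as 0.2 uM solution) was preincubated with compound for 10 min at ambient temperature in 50 mM HEPES pH 7.5, 50 mM NaCl, 5 uM MgCl2, 0.05% BSA, 1 mM DTT. OMFP (added at 50 uM) then reacted 10 min; fluorescence read at 485/525 nm.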
hERG WT inh – KCNH2 (human, wildtype) channel inhibition; activity change, % at 1.84 µM; AID 720551; U2OS, BacMam KCNH2, thallium flux FluxOr; stronger effect = lower value; actives 0.37% (n = 340,000); Q12809;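 active means maximum activity change below -70%; inconclusive means maximum activity change between -70% and -50%; inactive means maximum activity change above -50%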; further: on the % scale 0 is the no-effect control and ±100 the full control effect
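U2OS cells transduced with wild-type KCNH2 virus are loaded with FluxOr dye for 45 min, and thallium flux is measured in kinetic reads before and after stimulation buffer. Rate constants are normalized to DMSO controls.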
USP2a block – inhibitors of human ubiquitin-specific protease USP2a. O75604. USP2 core, Ub-CHOP2 coupled fluorogenic reporter, 485/531. Potency, µM (highest dose often 38.3 µM), for the others: top-dose activity change, negative = inhibition, usual class: inhibitors. actives 0.01% (n = 330,000). AID 463254;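 further: potency means the concentration at half of the fitted maximal effect; plate controls were DMSO wells for no effect and full inhibition by NEM control for full effect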
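USP2 core (10nM final) preincubated 30min RT with compound in 20mM Tris-HCl pH 8.0, 2mM CaCl2, 2mM beta-mercaptoethanol, 0.05% CHAPS; 25nM Ub-CHOP2 plus 25nM reporter substrate added, fluorescence (Ex485/Em531) read after 60min.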
ELG1 repair inh – ELG1-dependent DNA repair inhibition; HEK293T ELG1-luciferase reporter, luminescence, 16 h; DNA damage induced by 5-fluorouridine; AID 504467; actives 2.3% (n = 330,000); Potency, µM (titrated, usually from 46.1 µM), for inactives: at the top dose activity change, negative = inhibition, hits mostly inhibitors; further: potency means the concentration at half of the fitted maximal effect; on the % scale 0 is the no-effect control and ±100 the full control effect; nearly all actives have a fitted effect of over 55% in size
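In this reporter screen, reduction of luminescence relative to DMSO vehicle indicated activity. Compounds and 5-fluorouridine were added together to 2,000 cells per well, incubated for 16 hr at 37 °C, then developed with ONE-Glo.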
TRPV1 agonist – human TRPV1 agonism; Q8NER1; TRPV1-expressing cells, Fluo-8 calcium influx, agonist mode; activation, % at 8.33 µM; actives 0.19% (n = 320,000); AID 540275; in the data active means activation above about 80%; inconclusive means between about 30% and that limit; further: 0% is about no effect
Target sequence (Q8NER1 whole entry, looked up): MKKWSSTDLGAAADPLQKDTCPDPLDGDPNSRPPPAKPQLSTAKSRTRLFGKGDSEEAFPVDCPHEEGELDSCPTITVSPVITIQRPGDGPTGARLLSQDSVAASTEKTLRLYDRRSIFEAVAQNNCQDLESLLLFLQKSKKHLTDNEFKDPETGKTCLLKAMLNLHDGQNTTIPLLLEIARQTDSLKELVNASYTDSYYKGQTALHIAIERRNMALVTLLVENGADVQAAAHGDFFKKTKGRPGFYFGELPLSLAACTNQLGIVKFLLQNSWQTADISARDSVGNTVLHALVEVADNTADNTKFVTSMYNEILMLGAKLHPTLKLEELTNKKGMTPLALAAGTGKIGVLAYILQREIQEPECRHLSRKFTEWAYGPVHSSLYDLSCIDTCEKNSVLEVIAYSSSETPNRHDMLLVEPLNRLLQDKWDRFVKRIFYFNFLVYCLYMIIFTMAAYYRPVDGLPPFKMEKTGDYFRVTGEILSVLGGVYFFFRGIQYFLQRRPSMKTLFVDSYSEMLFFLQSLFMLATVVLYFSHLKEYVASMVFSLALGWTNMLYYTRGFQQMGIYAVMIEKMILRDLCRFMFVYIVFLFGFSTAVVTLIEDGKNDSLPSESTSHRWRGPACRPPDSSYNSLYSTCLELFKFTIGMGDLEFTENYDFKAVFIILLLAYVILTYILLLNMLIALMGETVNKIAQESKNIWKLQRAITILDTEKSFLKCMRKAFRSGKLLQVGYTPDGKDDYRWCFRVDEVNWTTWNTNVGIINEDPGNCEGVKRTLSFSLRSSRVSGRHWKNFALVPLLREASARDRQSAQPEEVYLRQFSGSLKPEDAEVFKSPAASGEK
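Fluo-8 calcium influx in TRPV1-expressing cells, kinetic read (ex 480/em 520 nm). Compound added and read 3 min for agonist activity, followed by capsaicin at EC20 final and 2 min further read for enhancement.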
KCNH2 3.1 block – inhibitors of human KCNH2 3.1 potassium channel isoform. U2OS KCNH2 3.1, thallium flux FluxOr; stronger effect = lower value. activity change, % (tested at about 1.8 µM). actives 0.95% (n = 340,000);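 active means maximum activity change below -70%; inconclusive means maximum activity change from -70% to -50%; inactive means maximum activity change above -50%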;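 further: thallium influx rate constant from kinetic fluorescence after stimulation buffer; on the % scale 0 is the no-effect control and ±100 the full control effect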
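Kinetic fluorescence (2 min after stimulation buffer) measures Tl+ influx through KCNH2 3.1 expressed by viral transduction in U2OS cells; the rate constant is normalized against DMSO controls serving as positive and negative references.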
A-T KAP1 phos – candidate therapy for ataxia-telangiectasia; […] A-T fibroblasts, KAP-1 phosphorylation AlphaLISA; neocarzinostatin DNA damage 30 min before lysis; Potency, µM (top dose mostly 57.5 µM), inactives show top-dose activation, actives largely listed as activators; actives 0.19% (n = 320,000); further: potency means the concentration at half of the fitted maximal effect; % of control where 0% means no effect; nearly all actives have a fitted effect of over 45% in size
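ATM-like activity read as KAP-1 phosphorylation via AlphaLISA donor/acceptor antibody pairs after lysis and 6 hr at 25C. Cells were ATM-null patient fibroblasts ([…], hTERT), dosed 60 min, then exposed to the DSB inducer NCS for 30 min.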
TCR activator – activates T cell receptor signaling. Potency, µM (highest dose often 9.22 µM), without a hit: at the top dose activation of IL-2 secretion, hits mostly activators. primary human leukocytes, anti-CD3, IL-2 HTRF, 48 h. AID 504894. 330,000 tested, under 10 active; further: % of control where 0% means no effect
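48 hr co-incubation of compounds, a-CD3 beads and primary human leukocytes; IL-2 quantified homogeneously by HTRF with anti-IL-2 K and d2 conjugates.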
Mito fusion yeast – blocks mitochondrial division or promotes mitochondrial fusion; S. cerevisiae fusion-defective mutant growth rescue, CellTiterGlo 48 h; Potency, µM (doses to about 46.1 µM), for inactives: at the top dose growth rescue (activation), actives largely listed as activators; actives 0.23% (n = 320,000);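 further: potency means the concentration at half of the fitted maximal effect; % of control where 0% means no effect; nearly all actives have a fitted effect of over 45% in size; temperature-sensitive fusion mutants such as fzo1-1 at 37 °C on non-fermentable ethanol glycerol medium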
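Growth-rescue viability read-out: after 48 h at the non-permissive 37C in glycerol/ethanol YPEG, yeast mitochondrial fusion mutants are measured by CellTiterGlo luminescence; compounds (23 nl pinned per well) restoring growth score as division inhibitors or fusion activators.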
TSHR antagonist – human thyrotropin receptor antagonism; P16473; TSHR-expressing cells, TSH-stimulated cAMP HTRF, 2 h; stronger effect = lower value; activity change, negative = inhibition, % at 11.5 µM; actives 0.2% (n = 330,000);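 active means activity change below a set negative limit, meaning inhibition stronger than a set level, cut at about -70% in these data; inconclusive means activity change between two set negative limits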; further: on the % scale 0 is the no-effect control and ±100 the full control effect
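TSHR-expressing cells, 200/well, pre-treated with compound, then stimulated with EC80 TSH (4nM final) for 2 hours at 37 deg C. cAMP measured by competitive HTRF: anti-cAMP cryptate antibody in lysis buffer plus cAMP-d2, read after 30 minutes at room temperature.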
* marks the source's active call; other numbers are inactive results; ? = inconclusive; . = not tested or not shown; [ ] = another dose, or the depositor's remark. Unless noted, the call rests on the fitted dose curve; in most records, active means well fitted curve in the direction sought with a large enough effect; inconclusive means small, poorly fitted or top-dose-only effect, or another doubt; inactive means no such curve, though single readings can be large; an effect the other way counts as inactive or inconclusive.

SMILES	Eya2 inh	hERG WT inh	USP2a block	ELG1 repair inh	TRPV1 agonist	KCNH2 3.1 block	A-T KAP1 phos	TCR activator	Mito fusion yeast	TSHR antagonist
CC(=O)Cc1nsc(NC(=O)c2ccc(-c3cc(C(F)(F)F)ccc3Cl)o2)n1	11%	-15	3%	-17%	29	6	-2%	.	10%	-4
Cc1cc(SCC(=O)NC(=O)NCc2ccco2)nc2c(C)cccc12	2%	-23	-4%	?	4	-48	7%	-15%	-1%	-4
CCOc1ccc(NC(=O)COC(=O)CCC(=O)c2cccs2)cc1	9%	-2	0%	?	7	-2	6%	-3%	3%	1
CSC(=S)N/N=C(\C)c1ccccc1	-6%	6	-1%	?	3	8	7%	17%	-4%	1
CCOC(=O)C1CCCN(C(=O)c2cc(Cl)ccc2NC(=O)C2=C(C)OCCS2)C1 (stereo not drawn)	0%	11	-2%	2%	?	10	-26%	8%	0%	-8
CCOc1ccc2ccccc2c1C(=O)N1CCOCC1	2%	-5	4%	15%	0	-5	3%	.	-2%	4
CCOC(=O)C(/C=N/c1cc(C)nn1-c1ccccc1)=C(\C)O	-7%	-13	1%	1%	0	5	1%	.	-2%	-11
COc1ccccc1C(c1nnnn1CCc1ccccc1)N1CCCCCC1 (stereo not drawn)	-7%	12	-2%	-13%	?	-19	9%	-7%	-4%	-8
COc1ccc2cc(C)c3nnc(SCC(=O)Nc4nc(-c5ccc(F)cc5)cs4)n3c2c1	0%	4	0%	?	-3	-3	-2%	0%[46.1 µM]	-4%	0
CCOc1cc(C(=O)OCC(=O)Nc2c(C)cccc2C)ccc1OCC(=O)N1CCOCC1	5%	.	4%	-25%	3	7	2%	-4%[46.1 µM]	-7%	-4
CN1C(=O)/C(=C/c2ccc(C(=O)Nc3ccc(O)cc3C(=O)O)cc2)SC1=S	-3%	-2	-1%	?	-4	-9	-19%	1%	0%	-6
COc1ccc(C)cc1NC(=O)C(OC(=O)c1ccc([N+](=O)[O-])o1)c1ccccc1 (stereo not drawn)	-4%	-2	7%	14%	4	3	3%	7%[46.1 µM]	20%	10
COc1ccc2cc(CCNC(=O)c3ccc(S(=O)(=O)N4CCOCC4)cc3)c(=O)[nH]c2c1	-5%	3	1%	?	5	5	-6%	-1%	-1%	12
CCN1CCCC1CNC(=O)c1[nH]c2ccc(OC)cc2c1C (stereo not drawn)	3%	12	0%	15%	0	2	1%	-1%	1%	2
CCn1cc(C(=O)N2CCN(c3cccc(Cl)c3)CC2)c2cc(OC)c(OC)cc2c1=O	-9%	2	-2%	?	0	6	.	-9%	3%	-5
CC(C)NC(=O)/C(C#N)=C/c1cccc(NC(=O)c2ccccc2Cl)c1	-5%	37	3%	?	4	32	?	3%[46.1 µM]	7%	3
O=C(O)c1ccc(Cl)c(S(=O)(=O)Nc2ccccc2C(=O)Nc2ccc(Cl)cc2)c1	6%	7	0%	29%	-1	-3	1%	5%	6%	-13
CC(C(=O)Nc1ccccc1-c1ccccc1)N1CCOCC1 (stereo not drawn)	-13%	-9	3%	6%	-6	-1	-3%	1%[46.1 µM]	4%	-2
COCc1ccc(CN2CCCC(CO)(Cc3cccc(Cl)c3)C2)o1 (stereo not drawn)	5%	1	6%	?	3	18	1%	-1%	0%	0
COc1ccc(OC)c(-c2csc(NC(=O)C3COc4ccccc4O3)n2)c1 (stereo not drawn)	-6%	-1	-1%	?	1	-1	4%	-4%	-6%	-18
N#Cc1cccc(NC(=O)CCNS(=O)(=O)c2ccc3[nH]c(=O)oc3c2)c1	5%	-2	5%	12%	3	-21	18%	-2%	1%	2
Cn1c(=O)c2c(-c3cccc(F)c3)c3c(nc2n(C)c1=O)-c1ccccc1C3O (stereo not drawn)	-8%	.	0%	2%	2	.	6%	.	5%	-2
CC(C)C(=O)NNC(=O)c1cc2sccc2s1	15%	5	0%	8%	-2	8	5%	-2%	-1%	5
O=C(c1cnn2c(C(F)(F)F)cc(-c3ccco3)nc12)N1CCc2ccccc2C1	-4%	-3	-2%	23µM*	5	21	-3%	1%	15%	2
Cc1ccc2nc(Cl)c3nnnn3c2c1	3%	-11	-3%	?	-3	4	-3%	6%	13%	?
CCC1=NC(c2ccccc2OC)N(O)C1(C)C (stereo not drawn)	8%	-15	-2%	1%	-1	8	1%	4%	-3%	-2
O=C1NC(c2ccccc2)Oc2ccccc21 (stereo not drawn)	-5%	0	0%	10%	0	12	0%	-18%	4%	12
CCc1cc2cc(C)cc(C)c2nc1SCC(=O)NNC(=O)c1ccco1	-7%	-12	2%	4%	-1	-8	1%	-5%[46.1 µM]	-3%	9
Cc1cc(-n2cccn2)ccc1CN1CCN(CC(C)C)C(CCO)C1 (stereo not drawn)	-20%	19	3%	1%	0	3	-18%	2%	-1%	2
Cc1ccc(NC(=O)C2CCN(S(=O)(=O)c3ccc4c(c3)OCCO4)CC2)c(O)c1	-8%	5	1%	-3%	2	3	7%	.	-2%	-5
COc1ccc(CCNC(=O)Nc2ccc3c(c2)OCO3)cc1OC	-5%	-5	2%	-2%	1	1	-1%	-3%	-9%	-14
Cc1onc(-c2ccc(Cl)cc2)c1-c1ccnc(SCC(=O)Nc2ccc(C(C)C)cc2)n1	-1%	6	3%	?	.	-27	9%	2%	-19%	-3
Cc1ccsc1/C=C1/NC(=O)N(Cc2ccc(F)cc2)C1=O	?	3	6%	?	?	-8	-1%	-2%	-5%	3
CC1C(=O)Nc2ccccc2N1C(=O)c1cccc(C(F)(F)F)c1 (stereo not drawn)	-10%	1	0%	10%	-6	-3	10%	-2%	10%	-4
Cc1ccc(C(=O)N2CCN(c3ccc(NC(=O)c4ccc(Br)o4)cc3)CC2)cc1	9%	14	2%	?	14	-83*	-4%	-11%	-12%	-3
Cc1cnc(NC(=O)c2cc3c(C)nn(-c4ccccc4)c3s2)s1	-16%	4	0%	-7%	-1	6	26%	1%	11%	-2
CCOc1ccccc1-c1cc(-c2ccccc2)nc2c1c(=O)n(C)c(=O)n2C	-2%	2	1%	9%	-1	4	7%	-5%	1%	4
COc1ccc(C(C)=O)cc1CN1C(=O)C(C)N(c2ccc(C)cc2)C1=O (stereo not drawn)	-11%	-8	-6%	9%	21	-3	-7%	-2%	0%	-1
O=C(NCc1ccccc1)/C(=C/c1ccccc1)NC(=O)c1ccco1	11%	-7	1%	?	-5	3	-2%	-2%	-1%	9
O=C(COc1ccc2c3c(c(=O)oc2c1)CCCC3)NCC(O)c1ccccc1 (stereo not drawn)	1%	-8	7%	11%	1	10	18%	5%	1%	2
C=CC#CC1(O)CC(C)N(C)CC1C (stereo not drawn)	-12%	-3	2%	6%	8	0	-6%	1%	3%	-4

Among those listed so far, these have fluorine.
SMILES	Eya2 inh	hERG WT inh	USP2a block	ELG1 repair inh	TRPV1 agonist	KCNH2 3.1 block	A-T KAP1 phos	TCR activator	Mito fusion yeast	TSHR antagonist
CC(=O)Cc1nsc(NC(=O)c2ccc(-c3cc(C(F)(F)F)ccc3Cl)o2)n1	11%	-15	3%	-17%	29	6	-2%	.	10%	-4
COc1ccc2cc(C)c3nnc(SCC(=O)Nc4nc(-c5ccc(F)cc5)cs4)n3c2c1	0%	4	0%	?	-3	-3	-2%	0%[46.1 µM]	-4%	0
Cn1c(=O)c2c(-c3cccc(F)c3)c3c(nc2n(C)c1=O)-c1ccccc1C3O (stereo not drawn)	-8%	.	0%	2%	2	.	6%	.	5%	-2
O=C(c1cnn2c(C(F)(F)F)cc(-c3ccco3)nc12)N1CCc2ccccc2C1	-4%	-3	-2%	23µM*	5	21	-3%	1%	15%	2
Cc1ccsc1/C=C1/NC(=O)N(Cc2ccc(F)cc2)C1=O	?	3	6%	?	?	-8	-1%	-2%	-5%	3
CC1C(=O)Nc2ccccc2N1C(=O)c1cccc(C(F)(F)F)c1 (stereo not drawn)	-10%	1	0%	10%	-6	-3	10%	-2%	10%	-4

The list is partial, so the mix of outcomes need not match the whole.
